High-throughput results from PubChem BioAssay.
GAA glycogen: GAA glycogen-cleavage inhibition or activation | Potency, µM (titrated, usually from 76.4 µM), inactives show at the top dose activity change, negative = inhibition, most hits filed as inhibitors | hit rate 0.38% among 300,000 | recombinant GAA, glycogen substrate, Amplex Red glucose oxidase fluorescence;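 further: 0% = full enzyme reaction and -100% = no-enzyme basal signal; the screen sought inhibitors and activators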
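Natural-substrate format: glycogen cleavage by 4 nM human enzyme, glucose read by Amplex Red coupling (Ex 573, Em 610 nm). Normalized to enzyme and no-enzyme controls.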
SMN2 splice enh: increases expression of the SMN2 splice variant. hit rate 2.8% among 210,000. Potency, µM (top dose mostly 46.1 µM), without a hit: at the top dose activity change, positive = activation, hits mostly activators. HEK293 SMN2-luciferase splicing reporter, luminescence, 30-36 h; further: % of control where 0% means no effect; nearly all actives have a fitted effect of over 55% in size
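HEK293 cells carry an SMN2 minigene-luciferase reporter in which exon 7 inclusion puts luciferase in frame. Cells were seeded at 2000 cells/well, attached for 10-12 hours, then exposed to compounds for 30-36 hours at 37C before ONE-Glo luminescence.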
aGal spleen mod: inhibits or activates alpha-galactosidase in human spleen homogenate; AID 2107; P06280; human spleen homogenate, 4MU-alpha-Gal fluorescence, 40 min; Potency, µM (series often up to 80 µM), for the others: top-dose activity change, negative = inhibition, actives largely listed as inhibitors; hit rate 0.008% among 240,000;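 further: 0% = enzyme with vehicle and -100% = no enzyme basal signal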
Target sequence (P06280 32-429 limits assumed): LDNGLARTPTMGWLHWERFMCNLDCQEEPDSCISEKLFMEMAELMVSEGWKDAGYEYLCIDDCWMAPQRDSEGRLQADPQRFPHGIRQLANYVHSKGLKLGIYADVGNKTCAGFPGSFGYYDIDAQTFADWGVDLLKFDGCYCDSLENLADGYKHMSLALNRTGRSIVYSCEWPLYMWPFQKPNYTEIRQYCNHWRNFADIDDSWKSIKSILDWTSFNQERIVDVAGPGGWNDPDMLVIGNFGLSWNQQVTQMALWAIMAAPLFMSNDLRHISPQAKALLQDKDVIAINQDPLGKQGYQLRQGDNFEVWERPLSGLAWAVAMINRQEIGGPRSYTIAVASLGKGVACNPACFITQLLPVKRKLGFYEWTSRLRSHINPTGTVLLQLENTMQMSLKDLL
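Spleen homogenate 1 ug + cpd (titration) + 4-MU-alpha-D-galactopyranoside 1 mM; 37C 40 min; 50 mM citrate/phosphate pH 5.0, 0.01% Tween-20; stop pH 10; fluorescence 365/440; AC50 via Hill.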
GAA inh: blocks human lysosomal alpha-glucosidase | P10253 | purified human GAA, 4-MU-alpha-glucoside fluorescence | Potency, µM (titrated, usually from 76.9 µM), for inactives: at the top dose activity change, negative = inhibition, usual class: inhibitors | hit rate 0.005% among 200,000;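 further: plate controls were uninhibited enzyme wells for no effect and no-enzyme background for full effect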
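Fluorogenic assay: 4 nM human alpha-glucosidase with 400 uM 4-methylumbelliferyl-alpha-D-pyranoside in 50 mM citrate/phosphate, 0.005% Tween-20, pH 5.0, 20 min at room temperature. Compounds tested up to 77 uM; AC50 from Hill fits.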
ALDH1A1 inh: ALDH1A1 (human) enzyme inhibition; AID 1030; Purified ALDH1A1, NADH fluorescence, propionaldehyde substrate; hit rate 7.3% among 220,000; Potency, µM (doses to about 75.3 µM), without a hit: at the top dose activity, negative = inhibition, actives largely listed as inhibitors; P00352; active means well fitted inhibition curve with a large enough effect, not every such curve was filed as active; inconclusive means small, poorly fitted or top-dose-only effect, or another doubt; inactive means no such curve, though single readings can be large or run the other way;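 further: plate controls were no enzyme wells and a reference inhibitor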
RGS12 GoLoco inh: inhibitors of human Gai1-RGS12 GoLoco interaction (red fluorophore) | P63096 | Gai1:RGS12 GoLoco peptide FP, rhodamine, 10 min | Potency, µM (highest dose often 61.6 µM), for the others: at the highest dose activity, negative = inhibition, hits mostly inhibitors | hit rate 0.44% among 230,000 | AID 880; active means well fitted inhibition curve with a large enough effect, not every such curve was filed as active; inactive means no such curve, though single readings can be large or run the other way; further: on the % scale 0 is the no-effect control and ±100 the full control effect; nearly all actives have a fitted effect of over 30% in size; many of its hits are not listed in these tables
Target sequence (P63096 whole entry, looked up): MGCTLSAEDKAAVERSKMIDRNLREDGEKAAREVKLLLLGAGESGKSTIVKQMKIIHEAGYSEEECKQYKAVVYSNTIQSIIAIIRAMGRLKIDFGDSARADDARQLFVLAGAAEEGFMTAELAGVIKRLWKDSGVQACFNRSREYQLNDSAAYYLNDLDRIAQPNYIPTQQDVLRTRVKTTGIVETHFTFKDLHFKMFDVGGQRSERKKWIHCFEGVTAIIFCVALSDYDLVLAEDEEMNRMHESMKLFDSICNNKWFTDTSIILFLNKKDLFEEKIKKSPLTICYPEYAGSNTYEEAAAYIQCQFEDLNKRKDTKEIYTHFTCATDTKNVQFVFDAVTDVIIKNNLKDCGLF
GAA spleen mod: inhibitors or activators of human alpha-glucosidase in spleen homogenate; P10253; human spleen homogenate, 4-MU-alpha-glucoside fluorescence; Potency, µM (top dose mostly 79.9 µM), for inactives: at the highest dose activity change, negative = inhibition, most hits filed as inhibitors; hit rate 0.006% among 240,000; AID 2112;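 further: 0% = enzyme with vehicle and -100% = no enzyme basal signal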
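Compounds were titrated against alpha-glucosidase in spleen homogenate at pH 5.0, with 1 mM 4-methylumbelliferyl substrate for 40 min at 37 C. Reactions were quenched with pH 10 NaOH/glycine and fluorescence measured.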
JMJD2E inh: blocks human JMJD2E demethylase activity; Potency, µM (top dose mostly 57.1 µM), inactives show at the highest dose activity change, negative = inhibition, actives largely listed as inhibitors; JMJD2E catalytic domain, FDH-coupled NADH fluorescence (FDH is formaldehyde dehydrogenase); B2RXH2; AID 2147; hit rate 1.6% among 230,000; active means well fitted inhibition curve with a large enough effect, not every such curve was filed as active; inconclusive means small, poorly fitted or top-dose-only effect, or another doubt; inactive means no such curve, though single readings can be large or run the other way;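 further: 0% = wells with enzyme and -100% = buffer wells without enzyme; nearly all actives have a fitted effect of over 50% in size; many of its hits are not listed in these tables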
Target sequence (B2RXH2 1-337 limits assumed): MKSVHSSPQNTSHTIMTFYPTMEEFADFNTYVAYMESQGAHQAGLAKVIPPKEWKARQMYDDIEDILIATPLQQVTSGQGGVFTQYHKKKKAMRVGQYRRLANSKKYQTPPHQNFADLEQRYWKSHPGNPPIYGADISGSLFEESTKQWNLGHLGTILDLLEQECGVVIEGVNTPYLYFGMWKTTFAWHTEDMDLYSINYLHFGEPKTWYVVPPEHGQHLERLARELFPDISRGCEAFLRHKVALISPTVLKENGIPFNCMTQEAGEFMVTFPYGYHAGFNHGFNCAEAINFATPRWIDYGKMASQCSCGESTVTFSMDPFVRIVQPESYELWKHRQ
Starred values were filed as active, the others as inactive; ? = inconclusive; . = no result given; [ ] = dose if it differs, or a comment. Unless noted, the call rests on the fitted dose curve; in most records, active means well fitted curve in the direction sought with a large enough effect; inconclusive means small, poorly fitted or top-dose-only effect, or another doubt; inactive means no such curve, though single readings can be large; an effect the other way counts as inactive or inconclusive. Potency means the concentration at half of the fitted maximal effect. These rows are one share of the data, so the mix of outcomes need not match the whole.

The line under a structure holds: GAA glycogen	SMN2 splice enh	aGal spleen mod	GAA inh	ALDH1A1 inh	RGS12 GoLoco inh	GAA spleen mod	JMJD2E inh
1	Cc1cccc(OCC(=O)Nc2ccc(S(=O)(=O)N3CCN(C)CC3)cc2)c1
→ 2%	-4%	7%	0%	15%	-4%	3%	3%
2	COc1ccc(OCC(=O)N/N=C2\CCc3ccccc32)cc1
→ 5%	-5%	2%	-12%	10%	8%	-1%	-4%
3	COC(=O)N/N=C\c1ccc(OC(=O)c2ccco2)cc1
→ 5%	-43%[inhibitor]	9%	3%	?	4%	8%	2%
4	COc1ccccc1NC(=O)C1=C(C)NC(=O)NC1c1ccccc1F (stereo unspecified)
→ 2%	-9%	-2%	?	4%	-6%	4%	-4%
5	Cc1ccc(C(=O)Nc2ccc(N3CCCC3)cc2)cc1
→ -17%	11µM*	-8%	-4%	-1%	-16%	4%	?
6	O=C(Nc1nc(-c2nc3ccccc3s2)cs1)c1ccco1
→ 2%	22µM*	1%	-7%	-2%	22%	-9%	-6%
7	NC(=O)C1CCN(C(=O)CSc2ccccn2)CC1
→ 1%	0%	1%	-6%	6%	-3%	4%	-5%
8	CC(C)(C)NC(=O)NC(=O)CN1CCN(S(=O)(=O)c2ccc3c(c2)OCCO3)CC1
→ -6%	.	-2%	.	.	6%	-2%	-1%
9	CSc1nc2sc3c(c2c(=O)[nH]1)CCCC3
→ -7%	14%	0%	0%	?	-2%	-3%	-3%
10	Cc1ccc(NC(=O)c2c(F)cccc2Cl)cc1NS(C)(=O)=O
→ 4%	.	-17%	.	.	7%	-1%	4%
11	COc1ccc(OC)c(S(=O)(=O)N(C)CC(=O)O)c1
→ 7%	.	-3%	3%	3%	.	2%	6%
12	N#C/C(=C/c1ccc(-c2ccc(S(N)(=O)=O)cc2)o1)C(=O)Nc1ccccc1
→ 0%	-7%	18%	10%	6%	14%	-3%	?
13	O=C(O/N=C1/CCCc2occc21)c1ccc(Cl)cc1Cl
→ -5%	.	4%	.	.	1%	2%	4%
14	Cn1c(=O)c2[nH]c(N3CCCCC3)nc2n(C)c1=O
→ -1%	.	9%	.	.	-76%	-2%	-4%
15	CC(C)(C)c1ccc(C(=O)c2c[nH]c(C(=O)NCCCN3CCOCC3)c2)cc1
→ -3%	-5%	-5%	0%	0%	9%	1%	1%
16	Cc1ccccc1Cn1ccc(NC(=O)CCSc2nc(-c3ccco3)cc(C(F)(F)F)n2)n1
→ -9%	?	-6%	-12%	-14%	8%	-5%	-27%
17	CCN1CCN(CCC(=O)Nc2ccccc2OC)CC1
→ 2%	-8%	5%	-1%	14%	-1%	-4%	5%
18	COc1ccc(C(=O)Sc2ccc(C)cc2)cc1OC
→ -3%	17%	2%	0%	?	9%	-3%	-1%
19	O=C(COS(=O)c1ccccc1)Nc1cc(Cl)ccc1N1CCOCC1 (stereo unspecified)
→ -14%	-19%	-3%	-4%	1.3µM*	-3%	2%	?
20	Cc1nn(-c2ccccc2)c2[nH]c(=O)c(CNc3ccc(N4CCOCC4)cc3)cc12
→ 20µM*	-25%	3%	5%	?	33%[activator]	-5%	?
21	Cc1ccc(NC(=O)c2cccs2)cc1S(=O)(=O)N(C)C
→ -3%	3%	4%	-3%	?	-14%	1%	-3%
22	C=CCN(CC=C)C(=S)NC(=O)/C=C/c1ccc(OC)cc1
→ -6%	9%	-8%	13%	0%	-14%	-15%	3%
23	O=[N+]([O-])c1ccc(COc2ccc(-c3[nH]ncc3-c3ccccc3)c(O)c2)cc1
→ 16%	-37%[inhibitor]	1%	-5%	5%	12%	-3%	0%
24	CC12CNCC(C)(CN(C(c3ccccc3)c3ccccc3)C1)C2
→ -4%	-14%	-3%	-2%	0%	2%	-3%	-1%
25	CCOc1ccc(N2C(=O)CC(Sc3nccc(C)n3)C2=O)cc1 (stereo unspecified)
→ -1%	11%	-3%	-7%	?	7%	-2%	12%
26	C=CCNc1nc(-c2sc(NC(C)=O)nc2C)cs1
→ -17%	-34%[inhibitor]	4%	0%	?	21%	-13%	?
27	Cn1c(=O)c2c(nc(NCc3ccc4c(c3)OCO4)n2Cc2ccccc2Cl)n(C)c1=O
→ -8%	-3%	0%	-1%	?	11%	-2%	5%
28	COc1ccc(C(=O)NC(=S)NCCc2ccccc2)cc1
→ -16%	28%	0%	-6%	14µM*	-3%	8%	5%
29	CCN(C(=O)CN1CCOCC1)c1c(N)n(Cc2ccccc2)c(=O)[nH]c1=O
→ 2%	-6%	4%	4%	14%	-4%	2%	-4%
30	CN(CC(=O)Nc1ccc(F)c(F)c1F)c1cnccn1
→ ?	-33%[inhibitor]	0%	-5%	-7%	-4%	0%	-21%
31	COCCn1c(SCc2nc3ccccc3c(=O)[nH]2)nnc1-c1ccncc1
→ 5%	-5%	-2%	-3%	2%	9%	-4%	-1%
32	C/C=C/C=C\C(=O)Nc1cccc(C2=NOC3(C2)C[C@@H](C(N)=O)N(C(=O)c2cc([N+](=O)[O-])cc([N+](=O)[O-])c2)C3)c1 (stereo partly specified)
→ -6%	.	-5%	.	.	-10%	-3%	-4%
33	Cc1cccc(OCCn2c(NC(=O)c3ccco3)nc3ccccc32)c1
→ 1%	-11%	3%	-13%	11%	10%	1%	?
34	COCCNC(=O)COC(=O)c1cccnc1SC
→ 18%	?	-3%	-4%	-1%	0%	-2%	0%
35	O=C(C1CC1)N1CCc2cc(Br)cc(S(=O)(=O)NCCCN3CCCC3)c21
→ 5%	1%	-21%	-6%	2%	14%	2%	-5%
36	CC(C1CC2CCC1C2)N1CC(O)=C(c2nc3ccccc3[nH]2)C1=N (stereo unspecified)
→ 5%	.	2%	.	.	14%	-3%	1%
37	Cc1ccc(NCc2nnc(SCC(=O)NCc3ccco3)n2CC2CCCO2)c(C)c1 (stereo unspecified)
→ -7%	28%	3%	-14%	-15%	-3%	1%	10%
38	CN(C)S(=O)(=O)c1cccc(NC(=O)COC(=O)c2c[nH]c(=O)[nH]c2=O)c1
→ -2%	9%	-3%	1%	8%	6%	-10%	?
39	O=C(c1ccc(OCC2CCCO2)cc1)N1CCN(c2ccccc2)CC1 (stereo unspecified)
→ -12%	10%	-3%	-10%	7%	-5%	1%	6%
40	O=C(CSc1ccc2ccccc2c1)Nc1nc2ccccc2[nH]1
→ 2%	.	-2%	12%	-16%	2%	4%	3%
41	Cc1ccc(/C([O-])=C(/C(=S)NCCN2CCOCC2)[n+]2ccccc2)cc1[N+](=O)[O-]
→ -21%	-10%	1%	-4%	22µM*	-8%	-5%	-4%
42	O=C(Cc1ccccc1)NCC(=O)OCC(=O)c1ccc(Cl)c([N+](=O)[O-])c1
→ -3%	-2%	-3%	3%	?	-6%	7%	5%
43	Cc1ccc(C)c(NC(=O)CSc2n[nH]c(-c3ccncc3)n2)c1
→ 6%	-3%	-3%	6%	9%	3%	-4%	-1%
44	CCOC(=O)C1C(=O)NC(SCC(N)=O)=C(C#N)C1c1ccccc1OCC (stereo unspecified)
→ -7%	-11%	5%	-2%	-17%	92%[activator]	4%	4%
45	Cc1ccc(CN(CC(=O)N/N=C/c2ccccc2[N+](=O)[O-])S(=O)(=O)c2ccc(C)cc2)cc1
→ -10%	14%	5%	-6%	?	-10%	-9%	8%
46	CN1/C(=C\C=C2\N=C(c3ccc(F)cc3)OC2=O)C(C)(C)c2ccccc21
→ -14%	-15%	1%	1%	?	274%[activator]	4%	-14%
47	CCS(=O)(=O)Nc1cccc(-c2nc3cccnc3s2)c1
→ 0%	.	4%	.	.	8%	-1%	-9%
48	C/C(=N/Nc1nc(-c2ccccc2)cc(-c2ccccc2)n1)c1ccc(N)cc1
→ ?	?	5%	0%	-10%	5%	3%	4%
49	O=C(O)CCCn1cc(NC(=O)c2c(F)cccc2F)cn1
→ -17%	-5%	5%	9%	-10%	9%	-2%	-10%

Laid out differently: entries from further up.
44) CCOC(=O)C1C(=O)NC(SCC(N)=O)=C(C#N)C1c1ccccc1OCC (stereo unspecified)
  GAA glycogen: -7%	SMN2 splice enh: -11%	aGal spleen mod: 5%	GAA inh: -2%	ALDH1A1 inh: -17%	RGS12 GoLoco inh: 92%[activator]	GAA spleen mod: 4%	JMJD2E inh: 4%
36) CC(C1CC2CCC1C2)N1CC(O)=C(c2nc3ccccc3[nH]2)C1=N (stereo unspecified)
  GAA glycogen: 5%	SMN2 splice enh: .	aGal spleen mod: 2%	GAA inh: .	ALDH1A1 inh: .	RGS12 GoLoco inh: 14%	GAA spleen mod: -3%	JMJD2E inh: 1%
35) O=C(C1CC1)N1CCc2cc(Br)cc(S(=O)(=O)NCCCN3CCCC3)c21
  GAA glycogen: 5%	SMN2 splice enh: 1%	aGal spleen mod: -21%	GAA inh: -6%	ALDH1A1 inh: 2%	RGS12 GoLoco inh: 14%	GAA spleen mod: 2%	JMJD2E inh: -5%
32) C/C=C/C=C\C(=O)Nc1cccc(C2=NOC3(C2)C[C@@H](C(N)=O)N(C(=O)c2cc([N+](=O)[O-])cc([N+](=O)[O-])c2)C3)c1 (stereo partly specified)
  GAA glycogen: -6%	SMN2 splice enh: .	aGal spleen mod: -5%	GAA inh: .	ALDH1A1 inh: .	RGS12 GoLoco inh: -10%	GAA spleen mod: -3%	JMJD2E inh: -4%

Three compounds out of the list above, ordered by the value under JMJD2E inh, rising.
No.	canonical_smiles	JMJD2E inh
15	CC(C)(C)c1ccc(C(=O)c2c[nH]c(C(=O)NCCCN3CCOCC3)c2)cc1	1%
40	O=C(CSc1ccc2ccccc2c1)Nc1nc2ccccc2[nH]1	3%
10	Cc1ccc(NC(=O)c2c(F)cccc2Cl)cc1NS(C)(=O)=O	4%

Records above that bear a hit mark in ALDH1A1 inh.
| item | SMILES | aGal spleen mod | GAA inh | ALDH1A1 inh | RGS12 GoLoco inh | GAA spleen mod | JMJD2E inh |
| --- | --- | --- | --- | --- | --- | --- | --- |
| 19 | O=C(COS(=O)c1ccccc1)Nc1cc(Cl)ccc1N1CCOCC1 (stereo unspecified) | -3% | -4% | 1.3µM* | -3% | 2% | ? |
| 28 | COc1ccc(C(=O)NC(=S)NCCc2ccccc2)cc1 | 0% | -6% | 14µM* | -3% | 8% | 5% |
| 41 | Cc1ccc(/C([O-])=C(/C(=S)NCCN2CCOCC2)[n+]2ccccc2)cc1[N+](=O)[O-] | 1% | -4% | 22µM* | -8% | -5% | -4% |
